N370S GC mod = inhibitors or activators of N370S glucocerebrosidase for Gaucher disease; N370S GC spleen homogenate, 4MU-glucoside fluorescence; 330,000 compounds, 0.092% hits; P04062; Potency, µM (top dose mostly 59.4 µM), for the others: top-dose activity change, negative = inhibition, most hits filed as inhibitors;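 further: 0% = full enzyme activity and -100% = no enzyme basal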
TDP1 block = inhibitors of human tyrosyl-DNA phosphodiesterase TDP1; 350,000 compounds, 0.28% hits; AID 485290; Potency, µM (highest dose often 130 µM), without a hit: at the top dose activity change, negative = inhibition, actives largely listed as inhibitors; recombinant TDP1, AlphaScreen DNA substrate cleavage; Q9NUW8; further: nearly all actives have a fitted effect of over 40% in size
Target sequence (Q9NUW8 whole entry, looked up): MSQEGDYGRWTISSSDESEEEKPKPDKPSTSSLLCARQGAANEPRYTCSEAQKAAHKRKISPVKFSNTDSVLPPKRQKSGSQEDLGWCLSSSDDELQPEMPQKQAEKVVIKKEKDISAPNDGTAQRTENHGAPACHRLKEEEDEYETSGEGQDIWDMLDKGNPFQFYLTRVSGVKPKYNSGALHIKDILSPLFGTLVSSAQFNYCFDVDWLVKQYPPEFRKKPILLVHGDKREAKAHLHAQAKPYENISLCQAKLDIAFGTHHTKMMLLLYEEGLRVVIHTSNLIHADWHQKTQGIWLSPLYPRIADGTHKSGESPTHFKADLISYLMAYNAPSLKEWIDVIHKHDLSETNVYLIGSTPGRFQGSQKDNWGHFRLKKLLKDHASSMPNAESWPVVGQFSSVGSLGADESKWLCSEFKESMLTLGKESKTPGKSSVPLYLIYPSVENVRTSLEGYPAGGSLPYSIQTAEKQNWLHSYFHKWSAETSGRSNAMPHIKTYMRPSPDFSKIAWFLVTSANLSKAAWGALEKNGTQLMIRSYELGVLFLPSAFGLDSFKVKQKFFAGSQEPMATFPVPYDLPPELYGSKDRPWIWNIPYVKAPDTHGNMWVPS
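Recombinant human Tdp1 (E. coli-expressed, 1 nM final) preincubated with compounds 15 min at room temperature, then 5'-biotin/3'-phosphotyrosine-FITC DNA substrate (15 nM final) added for 5 min. AlphaScreen beads (10 ug/ml final) added 10 min; cleavage lowers signal.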
FEN1 inhibitor = blocks human flap endonuclease 1 | Potency, µM (titrated, usually from 114 µM), without a hit: at the highest dose activity change, negative = inhibition, most hits filed as inhibitors | 390,000 compounds, 0.35% hits | Recombinant FEN1 flap cleavage, fluorescence, 15 min; further: nearly all actives have a fitted effect of over 65% in size
Target sequence (P39748 whole entry, looked up): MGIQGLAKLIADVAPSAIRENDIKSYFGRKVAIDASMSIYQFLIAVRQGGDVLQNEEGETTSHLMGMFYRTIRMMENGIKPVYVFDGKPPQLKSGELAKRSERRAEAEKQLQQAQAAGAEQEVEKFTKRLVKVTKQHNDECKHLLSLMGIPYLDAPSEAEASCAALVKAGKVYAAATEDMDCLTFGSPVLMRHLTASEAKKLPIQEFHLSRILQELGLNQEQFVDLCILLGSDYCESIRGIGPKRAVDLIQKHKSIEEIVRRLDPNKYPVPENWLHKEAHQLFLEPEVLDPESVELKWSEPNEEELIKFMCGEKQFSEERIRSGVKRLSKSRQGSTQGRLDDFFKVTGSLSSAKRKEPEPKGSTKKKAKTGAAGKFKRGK
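Enzyme 10 nM, 15 min RT preincubation with compound; start with substrate 50 nM final; reads at 0 and 15 min; qHTS titration, four-parameter Hill fit.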
An asterisk follows results filed as active; ? = inconclusive; nt = not tested or not shown. The call rests on the fitted dose curve; in most records, active means well fitted curve in the direction sought with a large enough effect; inconclusive means small, poorly fitted or top-dose-only effect, or another doubt; inactive means no such curve, though single readings can be large; an effect the other way counts as inactive or inconclusive. Unless noted, on the % scale 0 is the no-effect control and ±100 the full control effect; potency means the concentration at half of the fitted maximal effect.

FEN1 inhibitor,TDP1 block,N370S GC mod,canonical_smiles
-16.3%,1.7%,nt,C=CCC[C@@H](Cc1ccc(F)cc1)C(=O)OC[C@@H](NC(=O)[C@@H](CC=C)CC(=O)N[C@H](CO)Cc1ccccc1)C(C)(C)C
8.8%,56.2µM*,12.1%,Cc1ccc2ccc3cccc4ccc1c2c34
-6.2%,1.4%,3.1%,Cc1cc(C(=O)N/N=C/c2c(C)nn(-c3ccccc3)c2C)n[nH]1
-7.1%,-0.5%,nt,CCOC(=O)c1ccc(S(=O)(=O)N2CCN(c3nc(-c4cccs4)nc4ccccc34)CC2)cc1
2.4%,1.6%,-0.3%,CC(C)CCN(CC(=O)NC1CCCC1)C(=O)C(=O)Nc1ccc2c(c1)OCCO2
-4.4%,2.8%,nt,Cc1nnc(N2CCCC(C(=O)NCc3ccccc3)C2)c2nn(-c3ccccc3)c(C)c12 (stereo not given)
9.7%,5.0%,13.3%,Cc1ccc(-c2csc(Nc3ccccc3)[n+]2CCc2ccccc2)cc1
-5.2%,4.8%,6.2%,OCCN(Cc1ccccc1)CC(O)COc1ccc(-c2ccccc2)cc1 (stereo not given)
22.6%,-0.6%,-2.6%,COc1ccc(C(=O)O)cc1S(=O)(=O)NC(C)(C)C
18.8%,1.9%,nt,O=C(CNC(=O)c1ccc(Cl)cc1)OCc1cc(=O)n2ccsc2n1
-7.8%,8.8%,1.9%,O=C(CSc1nccn1-c1ccccc1)Nc1ccc2c(c1)OCO2
-1.3%,4.0%,-0.3%,CC(C)N(Cc1cc2ccccc2[nH]c1=O)C(=O)C(C)(C)C
-0.9%,0.0%,-0.5%,CCC(C)n1[nH]c(=O)c2c(C)cc(C)nc21 (stereo not given)
18.1%,1.7%,-4.8%,Cc1c(OCC(=O)NCCCn2ccnc2)ccc2c3c(c(=O)oc12)CCC3
-33.4%,0.0%,?,COc1ccc(Nc2nc(-c3cccs3)nc3ccccc23)c(OC)c1
7.4%,-2.6%,3.8%,CCOc1ccc(-n2c(SCC(N)=O)nc3sc4c(c3c2=O)CCN(C)C4)cc1
-10.7%,2.8%,-5.0%,CS(=O)(=O)N(CC(=O)O)c1ccc2c(c1)OCO2
-3.4%,0.0%,nt,CCC(=O)N1CCc2cc(Br)cc(S(=O)(=O)CCC(=O)Nc3cccc(CC)c3)c21
14.5%,6.5%,-7.2%,C/C(=N\NC(=O)c1c(C)nc2ccccn12)c1cccc([N+](=O)[O-])c1
4.5%,8.3%,-8.5%,COc1ccc(C(c2nnnn2C2CCCCC2)N2CCN(C)CC2)c(OC)c1 (stereo not given)
11.4%,0.0%,6.3%,O=C(Nc1ncnc2sc3c(c12)CCCCC3)c1ccc(F)cc1
-1.6%,8.5%,nt,COc1ccc2cc(CNc3ccccc3)c(=O)n(CC(=O)Nc3ccc(C(C)=O)cc3)c2c1
-7.1%,3.0%,-0.4%,COc1ccc(S(=O)(=O)N2CCOC2CNC(=O)C(=O)NCCc2ccc(OC)c(OC)c2)cc1C (stereo not given)
-13.8%,0.0%,-10.4%,O=C(c1cccs1)N1CCN(S(=O)(=O)c2ccc(F)cc2)CC1
-3.1%,-2.7%,nt,COc1ccc(-c2nc(SCC(=O)NCCc3ccccc3)n[nH]2)cc1
nt,10.9%,7.4%,COc1ccc(C2=Nn3c(nnc3-c3ccccc3O)SC2)c(OC)c1
-9.3%,0.0%,-6.1%,O=C1CCN(Cc2nc(-c3ccc(Cl)cc3)no2)CCN1
-17.8%,7.4%,-1.7%,O=S1(=O)C2CC3C=CC2(O3)C(OCc2ccc(Cl)c(Cl)c2)C(Cc2ccccc2)N1Cc1ccc(Cl)c(Cl)c1 (stereo not given)
0.2%,0.0%,-5.4%,CCOC(=O)[C@H]1[C@H]2COc3ccccc3[C@@H]2N2C(=O)c3cc(OC)ccc3NC(=O)[C@@]12C
6.3%,9.4%,-10.7%,CCn1c(CNc2ccccc2Cl)nnc1SCC(=O)NCc1ccccc1
-4.4%,-7.9%,0.7%,CC1(C)CC(=O)C(=C2SCCCS2)C(=O)C1
-13.9%,1.8%,nt,COc1ccc(C(C)=NNc2ccc([N+](=O)[O-])cc2S(=O)(=O)Nc2ccccc2C(=O)O)c(OC)c1
8.5%,4.8%,?,O=C(COc1ccccc1C(=O)NCc1ccccn1)Nc1ccc(Br)cc1
-4.4%,1.0%,-11.2%,O=S1(=O)CC(O)C(Nc2ccccc2)C1 (stereo not given)
-0.7%,nt,-16.8%,CC#CC(=O)N1CCC(CCC(=O)N(C)Cc2ccccc2)CC1
-10.1%,-7.7%,14.8%,O=C(Cn1c(=O)oc2ccccc21)Nc1nc(-c2ccc(Br)cc2)cs1
11.1%,3.7%,-5.7%,FC(F)(F)c1ccc(NC2=NCCC2)cc1
-3.2%,-4.4%,nt,CC(C)(C)C(=O)CSc1nc2ccsc2c(=O)n1Cc1ccccc1Cl
-19.8%,1.7%,?,O=C(c1ccc(Br)o1)N1N=C(c2ccc(Cl)cc2)CC1c1ccco1 (stereo not given)
-11.9%,nt,-10.5%,Nc1ccc(S(=O)(=O)N2CCC(Cc3ccccc3)CC2)cc1

Gathered by group: the compounds so far with a nitro group on carbon.
FEN1 inhibitor,TDP1 block,N370S GC mod,canonical_smiles
14.5%,6.5%,-7.2%,C/C(=N\NC(=O)c1c(C)nc2ccccn12)c1cccc([N+](=O)[O-])c1
-13.9%,1.8%,nt,COc1ccc(C(C)=NNc2ccc([N+](=O)[O-])cc2S(=O)(=O)Nc2ccccc2C(=O)O)c(OC)c1

Further results
FEN1 inhibitor,TDP1 block,N370S GC mod,canonical_smiles
17.4%,3.8%,-0.5%,CCOC(=O)C1=C(CN2CCN(C(=O)c3ccco3)CC2)NC(=O)NC1c1ccc(C)cc1 (stereo not given)
-5.5%,1.2%,-5.8%,COc1ccc(C)cc1NC(=O)NC(C)c1ccncc1 (stereo not given)
4.5%,-2.5%,-8.4%,CCOC(=O)CC(NC(=O)CCc1c(C)nc2nc(C)nn2c1C)c1ccc(OC(C)C)cc1 (stereo not given)
0.5%,-2.6%,-19.9%,O=C(Cc1ccccc1)Nc1nnc(-c2cccc([N+](=O)[O-])c2)s1
-3.3%,0.0%,-4.3%,O=C(CSc1nnc(-c2cccnc2)n1Cc1ccccc1)N1CCOCC1
-0.8%,-1.1%,5.3%,CCn1c(CSc2nc(C)cc(C)n2)nnc1SCC(=O)Nc1ccccc1
10.9%,3.9%,28.7%,O=C(CSc1nc2ccccc2[nH]1)Nc1ccc(F)cc1
-6.5%,1.2%,0.4%,CCn1cc(CNC(=O)CCc2nnc(CCC3CCCCC3)o2)cn1
-22.6%,4.5%,0.9%,CCSC(C)CC1C/C(=N/O)c2c(CC)noc2C1 (stereo not given)
3.7%,nt,-0.4%,Cc1ccc(-n2nc(C)c3c(C)c(CCC(=O)NCCCOC(C)C)c(C)nc32)cc1
-2.6%,-2.3%,nt,COc1ccc(Br)cc1CNC(=O)CSc1cc(=O)n(C)c2ccccc12
-15.0%,0.0%,1.2%,CCOc1ccc(C)cc1S(=O)(=O)Nc1ccc(Cl)cn1
12.5%,-2.3%,nt,O=C(Nc1ccc(OC(F)(F)F)cc1)C(Cc1ccccc1)NS(=O)(=O)c1cccc2nsnc12 (stereo not given)
1.2%,2.6%,6.7%,COc1ccc(OCC(=O)N/N=C/c2ccc(OC)c(OC)c2C(=O)O)cc1
-0.3%,1.1%,-0.4%,O=C(COC(=O)c1cccs1)Nc1cccc(S(=O)(=O)N2CCOCC2)c1
2.9%,4.8%,-12.3%,CCOc1ccccc1-c1cc(C(=O)N/N=C(\C)c2cccnc2)c2ccccc2n1
2.2%,1.6%,-5.3%,Cc1[nH]c2ccccc2c1/C=N\NC(=O)c1ccco1
-3.1%,9.1%,nt,COc1cccc(-n2cc(C(=O)Nc3cccc(C(F)(F)F)c3)c3ccccc3c2=O)c1
-0.9%,1.0%,3.6%,COc1ccc(C2(CNC(=O)Cc3ccc(OC)c(OC)c3)CCOCC2)cc1
-2.7%,-4.7%,-3.9%,CCOc1ccc(C(=O)NC2CCN(C(=S)Nc3ccccc3C)CC2)cc1
8.6%,0.0%,-10.0%,Cc1sc(N)c(C(=O)c2ccccc2)c1C
10.2%,nt,3.3%,O=C(Cc1ncc(C(F)(F)F)cc1Cl)NCc1cccnc1
-10.7%,4.4%,5.7%,CCC1(C)NC(=O)N(CC(=O)Nc2sc3c(c2C(=O)OC)CCCCC3)C1=O (stereo not given)
-15.6%,2.9%,8.2%,O=C(NC(=S)Nc1ccc(N2CCOCC2)c(Cl)c1)C(c1ccccc1)c1ccccc1
-6.6%,-3.8%,-17.0%,CCN(C(=O)CC(C)C)c1nnc(Cn2nnc3ccccc32)s1
-13.5%,nt,-8.7%,Cn1cc(CN2CCC(O)CC2)c(-c2ccc(Oc3ccccc3)cc2)n1
-2.3%,2.5%,2.0%,CN(C)CCCSc1nc2ccccc2s1
-2.1%,2.6%,3.4%,Cc1cc(Oc2ccc(=O)n(C)n2)nc(SCc2ccccc2)n1
-1.5%,4.9%,-2.9%,COc1ccc(OC)c(NC(=O)CN2CCC(NC(=O)c3ccccc3C)CC2)c1
10.6%,8.2%,-0.2%,S=c1[nH]nc(-c2cccc(Cl)c2)n1/N=C/c1ccc(-c2ccccc2Br)o1
-10.8%,9.1%,0.7%,C=CCOc1ccc(C2/C(=C(\O)c3c(C)[nH]c(C(=O)OC)c3C)C(=O)C(=O)N2CCN(C)C)cc1 (stereo not given)
1.3%,6.9%,-10.4%,O=C(NCCC1=CCCCC1)C(=O)NCc1ccccc1Cl
-6.6%,nt,-2.4%,CC(C)(C)OC(=O)N[C@@H](Cc1ccccc1)C(=O)NCC1CCC(C(=O)O)CC1 (stereo not given in full)
?,-3.7%,nt,CCCCOC(=O)c1ccc(NC(=O)Cc2coc3ccc(C(C)C)cc23)cc1
-4.1%,3.1%,-0.9%,COc1ccccc1CC(=O)Nc1ccc(-c2nnc(-c3ccco3)o2)cc1
-16.3%,3.4%,-1.7%,COc1ccc(OCC(O)Cn2c(N3CCCCC3)nc3c2c(=O)n(C)c(=O)n3C)cc1 (stereo not given)
12.6%,5.4%,19.9%,CCCCn1c(=O)[nH]c(=O)c2c1nc(-c1ccc3ccccc3c1)n2CC
6.2%,nt,-1.1%,CCCc1cc(=O)oc2cc(OC(C)C(=O)NCC3CCC(C(=O)O)CC3)ccc12 (stereo not given)
12.1%,3.7%,-2.8%,COCCCNC(=S)NNC(=O)c1cc(-c2cccnc2)nc2ccccc12
3.9%,1.0%,-13.3%,COc1ccc(N2CCN(C(CNC(=O)c3ccco3)c3cccnc3)CC2)cc1 (stereo not given)
-11.0%,?,nt,O=C(NCCN1CCN(c2ccccc2F)CC1)C1COc2ccccc2C1 (stereo not given)
?,nt,-3.2%,COc1ccccc1NC(=O)c1cc2c(CO)cnc(C)c2oc1=Nc1ccc(OC)c(OC)c1
nt,3.6%,-4.2%,N[C@H](Cn1ccc(=O)n(Cc2ccccc2C(=O)O)c1=O)C(=O)O
6.4%,2.6%,-18.2%,O=C(NC(=S)N1CCN(Cc2ccccc2)CC1)c1cccnc1
0.7%,4.2%,-1.8%,O=C1CC(C(=O)N(c2cccc(F)c2)C(C(=O)NC2CCCC2)c2ccccn2)CS1 (stereo not given)
-1.7%,2.5%,22.8%,COC(=O)CCC(=O)NN1C(=O)c2ccccc2C1=O
1.3%,-2.5%,nt,CC(=O)c1ccc(N2CCN(C(=O)C3CCN(S(=O)(=O)c4cccc5nonc45)CC3)CC2)cc1
-1.7%,5.1%,4.0%,Cc1nn(CCO)c(N)c1C1(O)C(=O)Nc2c(Cl)cc(Cl)cc21 (stereo not given)
-14.1%,7.0%,12.3%,CC(C)CCN(CCC(C)C)C/C(O)=C(\C#N)c1nc(-c2ccccc2)cs1
?,9.2%,-3.5%,O=C(N/N=C1\C/C(=N\NC(=O)c2ccncc2)c2ccccc21)c1ccncc1

Entries above containing an aryl thioether with sulfur outside any ring, in the order listed:
FEN1 inhibitor,TDP1 block,N370S GC mod,canonical_smiles
-7.8%,8.8%,1.9%,O=C(CSc1nccn1-c1ccccc1)Nc1ccc2c(c1)OCO2
7.4%,-2.6%,3.8%,CCOc1ccc(-n2c(SCC(N)=O)nc3sc4c(c3c2=O)CCN(C)C4)cc1
-3.1%,-2.7%,nt,COc1ccc(-c2nc(SCC(=O)NCCc3ccccc3)n[nH]2)cc1
6.3%,9.4%,-10.7%,CCn1c(CNc2ccccc2Cl)nnc1SCC(=O)NCc1ccccc1
-3.2%,-4.4%,nt,CC(C)(C)C(=O)CSc1nc2ccsc2c(=O)n1Cc1ccccc1Cl
-3.3%,0.0%,-4.3%,O=C(CSc1nnc(-c2cccnc2)n1Cc1ccccc1)N1CCOCC1
-0.8%,-1.1%,5.3%,CCn1c(CSc2nc(C)cc(C)n2)nnc1SCC(=O)Nc1ccccc1
10.9%,3.9%,28.7%,O=C(CSc1nc2ccccc2[nH]1)Nc1ccc(F)cc1
-2.6%,-2.3%,nt,COc1ccc(Br)cc1CNC(=O)CSc1cc(=O)n(C)c2ccccc12
-2.3%,2.5%,2.0%,CN(C)CCCSc1nc2ccccc2s1
-2.1%,2.6%,3.4%,Cc1cc(Oc2ccc(=O)n(C)n2)nc(SCc2ccccc2)n1

Screening data: PubChem, National Center for Advancing Translational Sciences (NCATS)
